Compound activity (PubChem)
MITF TRPM1 HTS = increases MITF-driven TRPM1 promoter luciferase signal. SK-MEL-5 TRPM1-promoter luciferase, 24 h; % of positive control, neutral wells = 0. activation, % at 12.5 µM. hit rate 0.75% among 300,000. AID 588334;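 active = mean activation of at least 80% with every replicate also reaching 80%; inconclusive = mean reaches 80% but some replicate falls short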;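 note: 0% = neutral control wells and 100% = parthenolide positive control wells; values of inactives mirror those of a sister screen read the other way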
V-ATPase pH = regulators of yeast V-ATPase proton transport; S. cerevisiae, pHLuorin cytosolic pH fluorescence; response, % at 10 µM; hit rate 0.37% among 350,000; in the data active = response mostly above about 7.3%, no sharp cut-off; inactive = mostly below about 5.4%; note: actives read high; inactives centre near 0; some compounds called inactive have numbers as strong as hits; reference of the scale not given here
CAL PDZ FP-1 = inhibitors of human CAL PDZ peptide binding; Q9HD26; purified CAL PDZ, TMR-peptide fluorescence polarization, 1 h; inhibition, % at 20 µM; hit rate 0.02% among 330,000; AID 504414;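 active = highest replicate inhibition of at least 40%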;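 note: plate controls were DMSO neutral control wells for no effect and unlabeled competitor peptide control wells for full effect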
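System: purified tagged CAL PDZ domain construct (CerCALP). Schedule: 1 h incubation at room temperature before polarization reading. Medium: 25 mM sodium phosphate pH 7.4, 150 mM NaCl, TCEP, IgG, Thesit. Read-out: percent inhibition from loss of millipolarization. Measured by: FP readout, S and P plane fluorescence. Probe or stimulus: fluorescent TMR peptide probe.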
cardiac RTF act = cardiac RTF calcium sensitization; P19429+P45379; IANBD-labeled TnC RTF fluorescence at EC20 calcium; 0% EC20 calcium, 100% full calcium; activation, % at 7.2 µM; hit rate 0.24% among 340,000;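 active = activation above the mean over all tested compounds plus 3 SD, cut at about 30% in these data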;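 note: rise in fluorescence read as greater calcium sensitivity of cardiac thin filaments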
dFosB act = activators of mouse delta FosB homodimer. purified delta FosB, TAMRA-CDK5 oligo fluorescence polarization; percent of positive-control signal above neutral wells. activation, % at 25 µM. hit rate 0.99% among 340,000. AID 493131;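 active = mean activation above about 17%, with every replicate also reaching it, limit read from the data, passing the limit was not always enough; inconclusive = only one of the two conditions met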;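 note: fluorescence polarization rise as delta FosB binds a TAMRA Cdk5 AP-1 oligo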
Target sequence (P13346 whole entry, looked up): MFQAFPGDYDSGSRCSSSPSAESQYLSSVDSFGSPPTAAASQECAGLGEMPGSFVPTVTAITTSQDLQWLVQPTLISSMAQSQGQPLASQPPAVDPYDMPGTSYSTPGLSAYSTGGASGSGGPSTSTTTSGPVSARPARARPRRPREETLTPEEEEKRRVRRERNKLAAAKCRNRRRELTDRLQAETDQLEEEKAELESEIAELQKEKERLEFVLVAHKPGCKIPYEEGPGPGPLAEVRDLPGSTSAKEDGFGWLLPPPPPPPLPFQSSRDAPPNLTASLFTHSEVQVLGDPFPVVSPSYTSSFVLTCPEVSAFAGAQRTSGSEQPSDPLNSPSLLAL
Tat transport = blocks Tat-dependent protein export in E. coli | hit rate 0.036% among 340,000 | inhibition, % at 10 µM | AID 488895 | E. coli MC4100 TorA-mCherry Tat export, fluorescence;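 active = mean replicate inhibition at least 50% and at least half of replicates individually reaching 50%; inconclusive = only one of the two criteria met; inactive = neither criterion met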;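 note: exported cargo escapes ClpAP degradation while cytoplasmic cargo is degraded and loses fluorescence; 0% = median of neutral control wells and 100% = median of NaSCN control wells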
CAL PDZ FP-2 = blocks peptide binding to the human CAL PDZ domain | purified CAL PDZ, TMR-peptide fluorescence polarization, 1 h | inhibition, % at 24.9 µM | hit rate 0.92% among 300,000 | AID 602252;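 active = mean inhibition of at least 30% with at least half of replicates also reaching 30%; inconclusive = no clear call, values can overlap the other calls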;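 note: 0% = DMSO neutral control and 100% = excess unlabeled competitor peptide PRC23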
CDK5 inh = blocks human CDK5/p35 kinase activity; Recombinant CDK5/p35, ADP-Glo luminescence, 60 min; inhibition, % at 10 µM; hit rate 0.01% among 330,000;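 active = highest replicate inhibition of at least 50% and at least 75% of replicates reaching 50%; inconclusive = only one of the two criteria met; inactive = both criteria failed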;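 note: plate controls were DMSO neutral control for no effect and GW8510 at 10 µM for full effect; many of its hits are not listed in these tables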
Target sequence (Q00535 whole entry, looked up): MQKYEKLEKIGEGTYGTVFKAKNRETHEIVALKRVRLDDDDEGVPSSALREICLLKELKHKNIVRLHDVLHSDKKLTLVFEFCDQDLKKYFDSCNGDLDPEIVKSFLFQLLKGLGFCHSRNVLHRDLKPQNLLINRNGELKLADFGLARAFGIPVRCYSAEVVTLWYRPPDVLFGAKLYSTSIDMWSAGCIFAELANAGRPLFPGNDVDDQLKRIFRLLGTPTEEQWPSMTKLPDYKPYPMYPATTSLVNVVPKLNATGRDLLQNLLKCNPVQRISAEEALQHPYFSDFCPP
Target sequence (Q15078 whole entry, looked up): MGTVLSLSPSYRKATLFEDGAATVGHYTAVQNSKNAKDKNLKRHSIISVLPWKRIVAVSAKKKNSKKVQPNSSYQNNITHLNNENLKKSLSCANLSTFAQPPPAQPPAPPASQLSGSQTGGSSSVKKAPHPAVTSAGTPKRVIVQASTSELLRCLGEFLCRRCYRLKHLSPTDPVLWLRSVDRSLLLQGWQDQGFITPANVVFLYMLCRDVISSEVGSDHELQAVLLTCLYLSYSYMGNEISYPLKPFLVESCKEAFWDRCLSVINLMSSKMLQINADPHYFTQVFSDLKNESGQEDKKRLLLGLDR
Wnt act = Wnt/beta-catenin pathway activation; Wnt/beta-catenin reporter cell assay, activator, plate reader; activation, % at 9.35 µM; hit rate 1.2% among 300,000; in the data active = activation above about 30%, passing the limit was not always enough; inconclusive = no clear call, values can overlap the other calls;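 note: 0% = neutral control wells and 100% = positive control wells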
Rtt109 HAT inh = inhibitors of Candida albicans Rtt109/Vps75 histone acetyltransferase; Q5AAJ8; purified Rtt109/Vps75, ThioGlo CoA-SH fluorescence, 4 h; inhibition, % at 34.9 µM; hit rate 0.16% among 330,000; AID 540336;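 active = inhibition of at least 50% in every replicate; inconclusive = best replicate reaches 50% inhibition but some replicates fall short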
* marks the source's active call; other numbers are inactive results; ? = inconclusive; / = no result given.

SMILES	MITF TRPM1 HTS	V-ATPase pH	CAL PDZ FP-1	cardiac RTF act	dFosB act	Tat transport	CAL PDZ FP-2	CDK5 inh	Wnt act	Rtt109 HAT inh
O=C(c1ccc(F)cc1F)N1CCCc2ccccc21	-6	-2	-1.1	-8	-5	0	-3	1.0	-1	-5
O=C(COc1ccccc1)Nc1ccc(Cl)c(-c2nc3ncccc3o2)c1	-2	-1	/	-4	-4	-11	-1	-1.3	5	-10
Oc1ccc(C23CCCC2C2(CCCC2)c2ccc(O)cc2O3)c(O)c1 (stereo not given)	-6	-3	-3.2	3	-9	4	2	-0.9	-4	6
O=[N+]([O-])c1ccc(-c2nn(-c3ccccc3)cc2/C=N/n2c(-c3cccs3)n[nH]c2=S)cc1	/	-3	0.4	8	-7	-5	/	-3.4	3	2
Cn1c(=O)c2ncn(CC(=O)NC3CCCCCC3)c2n(C)c1=O	-1	0	-2.2	5	-2	-4	-4	-2.6	/	-6
Cn1ccc(C(=O)N/N=C/c2ccccc2[N+](=O)[O-])n1	56	3	-0.4	3	4	-3	-2	-0.6	?	-1
C/C(CC(=O)NCC(C)C)=N\NC(=O)COc1cc(C)c(Br)cc1Br	-5	2	-0.2	-10	-19	-2	10	0.5	-7	6
CN1CCN(CCCNC(=O)c2cn(C)c3ccc(S(=O)(=O)N(C)C)cc3c2=O)CC1	-8	-1	-0.1	5	-7	-17	7	1.4	0	2
O=C(Cc1cccs1)Nc1cccc(-c2nc3ccccc3o2)c1	10	3	-1.7	-8	0	6	2	-2.3	0	1
COc1ccc(/C=C/C(=O)O)cc1COc1ccccc1C	-6	0	-2.3	-8	-5	7	-1	-1.6	0	7
Cc1cc(C(=O)N/N=C/c2ccc(Cl)c([N+](=O)[O-])c2)c(C)n1-c1ccc(F)cc1	-57	2	-2.5	-3	-6	1	-2	0.3	-1	-11
Cc1ccsc1C(=O)OC(C)C(=O)Nc1ccc(Cl)cn1 (stereo not given)	2	1	-0.4	4	-7	2	/	-1.0	-2	2
C/C(=N/NC(=O)C1COc2ccccc2O1)c1ccc(Br)s1 (stereo not given)	/	-5	-1.6	0	-4	-6	/	-2.0	-2	1
Cc1cc(=O)[nH]c2ccc(S(=O)(=O)NC3CCCCC3)cc12	9	-2	-2.3	-2	-13	0	-4	1.2	-2	-1
Cc1nnc(SCC(=O)NNC(=O)c2ccco2)s1	6	-1	1.3	9	0	-9	-1	-1.7	-1	1
Cc1cc(C)n(Cc2cccc(F)c2)c(=O)c1C#N	13	-1	0.2	8	-4	-7	/	0.3	-2	22
CC(=O)N/C(=C/c1ccc(OS(=O)(=O)c2ccc(C)cc2)cc1)C(=O)Nc1ccc(C(=O)O)cc1	-11	0	0.1	-6	-6	-4	-7	-1.0	0	-12
CCN1CCc2c(sc(NC(=O)Nc3ccc(Cl)c(Cl)c3)c2C(N)=O)C1	-1	2	-0.2	152*	56*	6	-2	0.4	0	8
CCOc1ccc(NC(=O)c2ccc(NC(=O)c3ccc(CN4CCOCC4)cc3)cc2)cc1	0	-1	-0.3	-2	?	-2	4	0.0	-6	12
CCCc1ccc2oc(C(=O)N(C)Cc3cnccn3)c(C)c2c1	40	-2	-0.7	-1	-2	0	6	-0.5	7	-5
Cc1ccc(NC(=O)CSCC(=O)OC(C)C(=O)Nc2ccc(S(N)(=O)=O)cc2)c(C)c1 (stereo not given)	-8	0	-1.6	-6	-6	2	0	1.0	0	23
COC(=O)c1ccc(N2C(=O)CC(SCCN)C2=O)cc1 (stereo not given)	52	2	-2.0	5	-3	-4	-7	0.2	/	7
O=C(c1cccc(NS(=O)(=O)c2cccc(F)c2)c1)N1CCCC1	5	2	0.6	-4	5	3	/	-1.1	-2	-1
COc1ccc(CNc2nc(-c3cccnc3)nn2S(C)(=O)=O)cc1	1	2	-0.4	4	-7	-2	0	1.6	0	-6
CCSc1c(C(=O)NC)ccc2c1C(=O)c1ccccc1C2=O	-19	4	0.0	2	-9	-4	-1	-0.3	/	-22
O=C(CCCn1c(=S)[nH]c2ccccc2c1=O)N1CCOCC1	/	-2	-3.3	-8	-7	3	0	0.0	/	1
Cc1ccsc1C1C(C#N)=C(N)OC2=C1C(=O)CC(C)C2 (stereo not given)	15	2	-1.3	4	-2	?	-3	2.2	-3	11
Cc1cc(C)nc(N2CCCC(C(=O)Nc3nnc(C)s3)C2)n1 (stereo not given)	0	-8	-2.6	-2	7	-1	/	-0.9	/	1
O=C(C1CCC1)N1CCN(S(=O)(=O)c2ccc(Br)cc2Cl)CC1	-8	0	-2.1	5	-11	0	-3	-0.2	0	3
CCc1c(C)nc(N)n2c(SCC(=O)N3CCCC(C)C3)nnc12 (stereo not given)	-1	-4	-0.4	1	-3	-5	/	-0.8	/	0
COc1ccc(CCC(=O)Nc2ccc(OC)c(S(=O)(=O)N3CCCCC3)c2)cc1	-2	-3	0.1	-4	-8	4	-2	-3.9	-3	4
Cc1noc(C)c1CSCC(=O)Nc1cc(Cl)ccc1N1CCOCC1	-3	1	-2.0	-6	0	11	-2	0.7	-2	2
CN1CCN(S(=O)(=O)c2ccc(NC(=S)NC(=O)C3CCCC3)cc2)CC1	-4	3	-1.6	6	-6	-10	-1	-1.5	-1	8
O=C1CC(c2nc3ccccc3[nH]2)CN1c1ccccc1F (stereo not given)	/	0	-0.1	4	-2	-8	/	-1.2	-5	3
CCOc1ccc(Nc2ncnc3c2cnn3C)cc1	3	-2	-0.3	-2	-8	0	0	-1.2	-3	1
O=C(Nc1cccc2ncccc12)c1ccc(F)cc1	6	-3	-3.6	0	-6	2	-1	1.6	-2	-15
O=[N+]([O-])c1cccc(/C=C/c2ccncc2)c1	16	5	-0.5	4	1	6	-4	0.4	10	-12
NC1=NC(=O)/C(=C/c2ccccc2OS(=O)(=O)c2ccccc2)S1	-10	3	-0.7	3	-7	-5	-22	-0.2	3	-3
COc1ccc(S(=O)(=O)NCC2CCCN(Cc3ccc(C)o3)C2)cc1 (stereo not given)	5	5	-0.6	-2	-3	-5	/	0.7	-1	-6
CCc1nc(C)cn1S(=O)(=O)c1cc(OC)c(C)cc1C	9	4	-0.3	5	4	5	-2	2.3	/	0
CNC(=O)c1ccccc1S(=O)c1ccccc1C#N (stereo not given)	-2	0	-0.4	-3	2	2	0	0.3	0	-5
O=C(CN1CCC(O)(c2ccccc2)CC1)Nc1ccc2c(c1)OCCO2	7	-1	-0.3	5	-12	-3	/	-0.9	-4	2
COc1ccc(C2C(C(=O)O)c3ccccc3C(=O)N2C)cc1Br (stereo not given)	-11	0	-0.1	1	3	-2	4	-0.4	4	-8
CN(C)c1ccc(C(=O)N2CCCC(CCC(=O)N3CCN(c4ccccn4)CC3)C2)cc1 (stereo not given)	-2	1	-1.3	-1	-1	6	-4	-0.5	0	-1
O=C(NNc1ccccc1[N+](=O)[O-])NC1CCCCC1	1	-1	-3.2	-1	-2	4	-3	-0.1	0	1

An excerpt of these results, with bars between the fields:
smiles | MITF TRPM1 HTS | V-ATPase pH | CAL PDZ FP-1 | cardiac RTF act | dFosB act | Tat transport | CAL PDZ FP-2 | CDK5 inh | Wnt act | Rtt109 HAT inh
COc1ccc(S(=O)(=O)NCC2CCCN(Cc3ccc(C)o3)C2)cc1 (stereo not given) | 5 | 5 | -0.6 | -2 | -3 | -5 | / | 0.7 | -1 | -6
CCc1nc(C)cn1S(=O)(=O)c1cc(OC)c(C)cc1C | 9 | 4 | -0.3 | 5 | 4 | 5 | -2 | 2.3 | / | 0

More records follow.
SMILES	MITF TRPM1 HTS	V-ATPase pH	CAL PDZ FP-1	cardiac RTF act	dFosB act	Tat transport	CAL PDZ FP-2	CDK5 inh	Wnt act	Rtt109 HAT inh
CN(C)C(=O)CCC(=O)N1CCCC(C(=O)c2ccc(C(F)(F)F)cc2)C1 (stereo not given)	3	-4	-0.5	-1	-5	7	/	2.0	-1	-3
CCC(=O)Nc1ccc(-c2nn3c(C)nnc3s2)cc1C	/	5	0.2	2	-2	7	-3	-0.5	4	2
C#Cc1ccc2c(c1)COc1c3ccccc3nn1-2	18	10	-1.7	3	2	-3	-3	0.7	27	-1
CC(C)(C)C(=O)Nc1ccccc1-c1nc2ccccc2[nH]c1=O	/	-4	-0.7	1	-4	-6	-2	0.8	-1	3
O=C(Nc1cccc([N+](=O)[O-])c1)Nc1cnccn1	3	2	-0.7	2	27*	-3	/	-3.1	6	1
Cc1cc(C(=O)NNC(=S)NCC(C)C)cs1	3	-2	-2.3	5	-5	1	-1	0.0	/	-9
CC(=O)N/C(=N\c1nc(C)cc(C)n1)Nc1ccc(Cl)cc1Cl	3	0	-1.0	-7	-10	-3	-4	-3.1	2	4
Cc1ccc2c(c1)c1cccc3c1n2CCN3CCC(N)=O	76	1	1.0	-4	-1	8	-1	2.6	/	1
OC(c1ccccc1)(c1ccccc1)C1CCN(C(=S)Nc2ccc(F)cc2)CC1	2	5	-0.9	-8	-2	4	0	-0.9	-1	10
COc1ccccc1NC(=O)/C(C#N)=C/c1cccnc1	-12	5	-2.6	2	-8	-3	-3	-0.8	0	-3
O=C(COC(=O)c1ccccc1Cc1ccccc1)Nc1ccc(SC(F)F)cc1	54	3	-0.6	2	-8	-1	-4	1.5	-2	-1
Cc1ccc(S(=O)(=O)N2CCCCC2)cc1NC(=O)C1CCCO1 (stereo not given)	-3	-1	0.6	-4	2	-9	-1	-0.5	-1	2
O=C(Cn1cc([N+](=O)[O-])cn1)N1CCc2ccccc2C1	5	-4	-0.3	1	3	0	4	-0.3	1	4

Of the compounds above, these have fluorine:
SMILES	MITF TRPM1 HTS	V-ATPase pH	CAL PDZ FP-1	cardiac RTF act	dFosB act	Tat transport	CAL PDZ FP-2	CDK5 inh	Wnt act	Rtt109 HAT inh
O=C(c1ccc(F)cc1F)N1CCCc2ccccc21	-6	-2	-1.1	-8	-5	0	-3	1.0	-1	-5
Cc1cc(C(=O)N/N=C/c2ccc(Cl)c([N+](=O)[O-])c2)c(C)n1-c1ccc(F)cc1	-57	2	-2.5	-3	-6	1	-2	0.3	-1	-11
Cc1cc(C)n(Cc2cccc(F)c2)c(=O)c1C#N	13	-1	0.2	8	-4	-7	/	0.3	-2	22
O=C(c1cccc(NS(=O)(=O)c2cccc(F)c2)c1)N1CCCC1	5	2	0.6	-4	5	3	/	-1.1	-2	-1
O=C1CC(c2nc3ccccc3[nH]2)CN1c1ccccc1F (stereo not given)	/	0	-0.1	4	-2	-8	/	-1.2	-5	3
O=C(Nc1cccc2ncccc12)c1ccc(F)cc1	6	-3	-3.6	0	-6	2	-1	1.6	-2	-15
CN(C)C(=O)CCC(=O)N1CCCC(C(=O)c2ccc(C(F)(F)F)cc2)C1 (stereo not given)	3	-4	-0.5	-1	-5	7	/	2.0	-1	-3
OC(c1ccccc1)(c1ccccc1)C1CCN(C(=S)Nc2ccc(F)cc2)CC1	2	5	-0.9	-8	-2	4	0	-0.9	-1	10
O=C(COC(=O)c1ccccc1Cc1ccccc1)Nc1ccc(SC(F)F)cc1	54	3	-0.6	2	-8	-1	-4	1.5	-2	-1
